# Screening results (PubChem)
# MLL CXXC-DNA inh = MLL CXXC-DNA interaction inhibition; MLL-CXXC / FITC-HOXA9 DNA fluorescence polarization; Potency, µM (series often up to 115 µM), inactives show at the highest dose activity change, negative = inhibition, actives largely listed as inhibitors; 0.037% of 290,000 active; active = well fitted inhibition curve with a large enough effect in the polarisation, with a control signal flat, not every such curve was filed as active; inconclusive = small, poorly fitted or top-dose-only effect, or effect the other way, or a change in a side signal; inactive = no such curve, though single readings can be large or run the other way; the % refers to the polarisation; also: potency is read from the fitted curve at half-maximal effect
# Target sequence (Q03164 whole entry, looked up): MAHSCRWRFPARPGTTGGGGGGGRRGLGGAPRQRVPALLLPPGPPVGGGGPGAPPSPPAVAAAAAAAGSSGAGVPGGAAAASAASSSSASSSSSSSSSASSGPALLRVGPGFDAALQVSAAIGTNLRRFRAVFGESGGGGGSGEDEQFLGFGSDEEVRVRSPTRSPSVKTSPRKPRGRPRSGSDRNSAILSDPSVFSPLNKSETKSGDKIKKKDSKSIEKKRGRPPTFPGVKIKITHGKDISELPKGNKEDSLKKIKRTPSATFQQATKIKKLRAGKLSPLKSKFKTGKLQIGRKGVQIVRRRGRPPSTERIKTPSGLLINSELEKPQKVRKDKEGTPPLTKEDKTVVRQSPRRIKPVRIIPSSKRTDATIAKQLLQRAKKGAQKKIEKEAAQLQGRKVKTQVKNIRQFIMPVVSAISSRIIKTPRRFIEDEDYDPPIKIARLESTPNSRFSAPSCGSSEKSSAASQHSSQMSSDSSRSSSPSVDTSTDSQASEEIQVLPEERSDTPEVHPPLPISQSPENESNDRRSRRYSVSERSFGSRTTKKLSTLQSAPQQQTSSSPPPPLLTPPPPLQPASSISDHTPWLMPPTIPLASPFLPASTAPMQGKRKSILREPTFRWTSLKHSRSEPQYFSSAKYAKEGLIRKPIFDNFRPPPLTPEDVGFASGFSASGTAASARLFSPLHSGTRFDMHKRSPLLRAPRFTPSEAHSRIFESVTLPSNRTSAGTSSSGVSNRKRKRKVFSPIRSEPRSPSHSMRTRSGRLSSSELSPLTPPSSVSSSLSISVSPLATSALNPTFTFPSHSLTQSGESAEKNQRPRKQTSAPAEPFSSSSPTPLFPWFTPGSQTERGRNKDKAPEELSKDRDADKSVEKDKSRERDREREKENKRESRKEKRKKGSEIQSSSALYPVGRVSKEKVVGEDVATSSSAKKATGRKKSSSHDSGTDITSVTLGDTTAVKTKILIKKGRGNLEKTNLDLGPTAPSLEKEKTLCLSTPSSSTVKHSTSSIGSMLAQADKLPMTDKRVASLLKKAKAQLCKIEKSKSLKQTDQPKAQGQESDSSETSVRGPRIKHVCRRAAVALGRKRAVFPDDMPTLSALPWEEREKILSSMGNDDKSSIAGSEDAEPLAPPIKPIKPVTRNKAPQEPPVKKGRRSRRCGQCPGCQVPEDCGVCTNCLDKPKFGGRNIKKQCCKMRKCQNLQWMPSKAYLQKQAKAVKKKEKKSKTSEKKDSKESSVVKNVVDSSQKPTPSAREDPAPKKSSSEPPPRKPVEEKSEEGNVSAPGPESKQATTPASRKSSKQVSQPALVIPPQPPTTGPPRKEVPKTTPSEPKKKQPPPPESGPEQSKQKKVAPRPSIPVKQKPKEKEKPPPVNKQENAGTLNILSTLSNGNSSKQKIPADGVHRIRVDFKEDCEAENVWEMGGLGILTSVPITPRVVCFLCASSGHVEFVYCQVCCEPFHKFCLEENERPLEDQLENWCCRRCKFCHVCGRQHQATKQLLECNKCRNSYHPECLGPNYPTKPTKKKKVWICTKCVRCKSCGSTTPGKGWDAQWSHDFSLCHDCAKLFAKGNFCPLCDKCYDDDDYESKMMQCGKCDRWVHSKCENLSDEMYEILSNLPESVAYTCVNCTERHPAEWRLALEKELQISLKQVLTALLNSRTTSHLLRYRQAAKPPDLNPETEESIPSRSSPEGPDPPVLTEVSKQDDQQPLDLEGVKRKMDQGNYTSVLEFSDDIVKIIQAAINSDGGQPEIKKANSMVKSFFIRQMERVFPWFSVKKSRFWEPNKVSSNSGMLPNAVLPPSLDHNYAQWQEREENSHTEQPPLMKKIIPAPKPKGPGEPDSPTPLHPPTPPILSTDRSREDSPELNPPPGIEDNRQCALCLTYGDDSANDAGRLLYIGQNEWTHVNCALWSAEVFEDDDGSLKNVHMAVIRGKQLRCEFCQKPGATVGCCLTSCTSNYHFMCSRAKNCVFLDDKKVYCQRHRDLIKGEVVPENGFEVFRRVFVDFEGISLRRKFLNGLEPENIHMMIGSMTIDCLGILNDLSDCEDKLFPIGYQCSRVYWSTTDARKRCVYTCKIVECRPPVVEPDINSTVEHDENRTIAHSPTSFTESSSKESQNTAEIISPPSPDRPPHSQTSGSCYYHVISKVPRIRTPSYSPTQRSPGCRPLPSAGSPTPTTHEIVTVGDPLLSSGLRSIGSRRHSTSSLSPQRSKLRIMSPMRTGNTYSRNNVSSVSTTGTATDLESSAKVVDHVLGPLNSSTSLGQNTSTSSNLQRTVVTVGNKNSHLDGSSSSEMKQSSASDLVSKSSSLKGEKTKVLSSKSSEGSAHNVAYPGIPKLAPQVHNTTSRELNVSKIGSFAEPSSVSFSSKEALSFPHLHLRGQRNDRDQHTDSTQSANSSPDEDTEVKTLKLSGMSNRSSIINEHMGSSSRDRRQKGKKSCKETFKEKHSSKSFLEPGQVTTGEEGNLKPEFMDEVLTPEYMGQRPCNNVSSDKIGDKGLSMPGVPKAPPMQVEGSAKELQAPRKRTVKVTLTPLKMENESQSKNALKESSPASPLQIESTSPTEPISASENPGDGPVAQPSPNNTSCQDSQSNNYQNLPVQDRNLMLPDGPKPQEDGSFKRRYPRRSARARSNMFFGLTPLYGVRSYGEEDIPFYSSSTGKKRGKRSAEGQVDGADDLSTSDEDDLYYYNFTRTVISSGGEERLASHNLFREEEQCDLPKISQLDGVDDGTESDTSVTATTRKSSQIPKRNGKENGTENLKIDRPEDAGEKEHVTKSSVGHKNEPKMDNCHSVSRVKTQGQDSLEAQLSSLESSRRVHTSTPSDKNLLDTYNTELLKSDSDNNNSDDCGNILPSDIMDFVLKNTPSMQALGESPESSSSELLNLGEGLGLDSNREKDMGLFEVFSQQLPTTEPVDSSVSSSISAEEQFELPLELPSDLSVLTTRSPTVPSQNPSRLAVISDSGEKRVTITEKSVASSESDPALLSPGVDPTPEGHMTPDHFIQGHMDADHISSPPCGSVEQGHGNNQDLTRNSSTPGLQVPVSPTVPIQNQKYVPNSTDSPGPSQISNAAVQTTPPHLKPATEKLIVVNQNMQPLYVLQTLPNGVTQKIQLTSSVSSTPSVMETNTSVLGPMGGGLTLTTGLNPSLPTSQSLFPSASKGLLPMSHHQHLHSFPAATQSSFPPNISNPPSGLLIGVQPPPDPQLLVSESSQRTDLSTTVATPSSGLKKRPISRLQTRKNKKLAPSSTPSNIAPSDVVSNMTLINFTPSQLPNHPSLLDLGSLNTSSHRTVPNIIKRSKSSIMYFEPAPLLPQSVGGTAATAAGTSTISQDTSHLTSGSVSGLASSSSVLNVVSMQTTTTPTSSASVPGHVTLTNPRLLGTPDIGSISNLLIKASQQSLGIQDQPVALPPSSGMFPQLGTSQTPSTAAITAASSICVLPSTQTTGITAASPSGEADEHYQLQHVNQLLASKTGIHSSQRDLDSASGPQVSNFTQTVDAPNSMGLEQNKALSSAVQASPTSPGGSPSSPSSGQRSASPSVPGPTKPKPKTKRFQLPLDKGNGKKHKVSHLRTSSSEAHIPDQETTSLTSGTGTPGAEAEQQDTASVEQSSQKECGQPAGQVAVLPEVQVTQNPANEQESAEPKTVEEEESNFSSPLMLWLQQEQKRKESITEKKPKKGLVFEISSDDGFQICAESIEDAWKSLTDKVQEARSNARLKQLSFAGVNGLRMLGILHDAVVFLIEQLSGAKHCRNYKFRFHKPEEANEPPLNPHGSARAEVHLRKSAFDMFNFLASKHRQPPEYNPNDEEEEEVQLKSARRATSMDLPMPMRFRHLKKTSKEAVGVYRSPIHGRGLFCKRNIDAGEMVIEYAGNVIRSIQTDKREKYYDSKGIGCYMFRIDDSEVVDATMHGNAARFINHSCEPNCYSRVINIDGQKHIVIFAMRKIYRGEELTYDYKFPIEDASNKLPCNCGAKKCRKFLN
#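 Fluorescence polarization: 7 uM MLL-CXXC (stock) preincubated 5 min with compounds, then 50 nM fluorescein-HOX-A9 DNA (stock) added; 30 min ambient. Buffer 50 mM Tris-HCl pH 7.5, 50 mM NaCl, 1 mM DTT, 0.05% BSA.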
# TCR activator = activates T cell receptor signaling; primary human leukocytes, anti-CD3, IL-2 HTRF, 48 h; Potency, µM (titrated, usually from 9.22 µM), inactives show top-dose activation of IL-2 secretion, actives largely listed as activators; 330,000 tested, under 10 active; also: % of control where 0% means no effect
#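 HTRF read-out of IL-2 secretion: europium cryptate donor excited at 320nm, d2 acceptor emission at 665nm. Cells were primary human leukocytes incubated 48 hr with compounds and a-CD3 beads, supplying TCR signal only.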
# Mito fusion act = inhibitors of mitochondrial division or activators of mitochondrial fusion; S. cerevisiae fusion-defective mutant growth rescue, CellTiterGlo 48 h; Potency, µM (titrated, usually from 46.1 µM), without a hit: top-dose growth rescue (activation), most hits filed as activators; 0.23% of 320,000 active;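 also: potency is read from the fitted curve at half-maximal effect; % of control where 0% means no effect; nearly all actives have a fitted effect of over 45% in size; temperature-sensitive fusion mutants such as fzo1-1 at 37 °C on non-fermentable ethanol glycerol medium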
#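 Yeast fusion mutant, YPEG (non-fermentable carbon), compound, 48 h at 37C non-permissive; CellTiterGlo added, 10 min RT, luminescence read. Rescued growth = division inhibition.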
# TSHR antagonist = antagonists of human thyroid stimulating hormone receptor; P16473; TSHR-expressing cells, TSH-stimulated cAMP HTRF, 2 h; stronger effect = lower value; activity change, negative = inhibition, % at 11.5 µM; 0.2% of 330,000 active; AID 504810;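 active = activity change below a set negative limit, meaning inhibition stronger than a set level, cut at about -70% in these data; inconclusive = activity change between two set negative limits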; also: % is scaled to controls: 0 for no effect and ±100 for the full control effect
#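 TSHR-expressing cells were treated with compounds, then stimulated with TSH at EC80 (4nM final) for 2 hours at 37 deg C. Cellular cAMP was measured by HTRF competition between lysate cAMP and cAMP-d2 for a cryptate-labelled anti-cAMP antibody.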
# MBNL1 CUG block = blocks human MBNL1 binding to CUG repeat RNA; AID 2675; 0.036% of 280,000 active; Potency, µM (titrated, usually from 57.5 µM), for the others: at the highest dose activity change, negative = inhibition, actives largely listed as inhibitors; TR-FRET MBNL1-His/biotin-(CUG)12 binding, 665/545 ratio; active = well fitted inhibition curve with a large enough effect in the signal ratio, with a control signal flat, not every such curve was filed as active; inconclusive = small, poorly fitted or top-dose-only effect, or effect the other way, or a change in a side signal; inactive = no such curve, though single readings can be large or run the other way; the % refers to the signal ratio; also: potency is read from the fitted curve at half-maximal effect; % is scaled to controls: 0 for no effect and ±100 for the full control effect
#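 Ratiometric TR-FRET (665 over 545 nm, excitation 340 nm) tracks disruption of MBNL1-His/biotin-(CUG)12 complex after 60 min at room temperature, with compounds at 92 nM to 58 uM final.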
# Menin MLL FP TR = displaces Texas Red mutant MLL peptide from human menin | 0.23% of 270,000 active | Menin + Texas Red MLL mutant peptide, fluorescence polarization | O00255 | Potency, µM (series often up to 61.6 µM), without a hit: at the highest dose FP activity change, negative = inhibition, usual class: inhibitors | AID 1768; active = well fitted inhibition curve with a large enough effect in the polarisation, with a control signal flat, not every such curve was filed as active; inconclusive = small, poorly fitted or top-dose-only effect, or effect the other way, or a change in a side signal; inactive = no such curve, though single readings can be large or run the other way; the % refers to the polarisation; also: potency is read from the fitted curve at half-maximal effect; % of control where 0% means no effect; many of its hits are not listed in these tables
# AT treatment = candidate therapy for ataxia-telangiectasia. […] A-T fibroblasts, KAP-1 phosphorylation AlphaLISA; neocarzinostatin DNA damage 30 min before lysis. Potency, µM (series often up to 57.5 µM), inactives show top-dose activation, hits mostly activators. 0.19% of 320,000 active; also: potency is read from the fitted curve at half-maximal effect; % of control where 0% means no effect; nearly all actives have a fitted effect of over 45% in size
#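 ATM-like activity read as KAP-1 phosphorylation via AlphaLISA donor/acceptor antibody pairs after lysis and 6 hr at 25C. Cells were ATM-null patient fibroblasts ([…], hTERT), dosed 60 min, then exposed to the DSB inducer NCS for 30 min.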
# Integrin act MD = activators of alpha7 integrin expression for muscular dystrophy; AID 624291; Potency, µM (doses to about 38.3 µM), for the others: at the top dose activation, actives largely listed as activators; alpha7betagal myoblasts, beta-gal FDG fluorescence, 48 h; 0.064% of 350,000 active;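 also: potency is read from the fitted curve at half-maximal effect; 100% = response of the positive control SU9516; nearly all actives have a fitted effect of over 60% in size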
#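 Alpha7betagal+/- myoblasts (passage 13) were plated 16-24 hr, then exposed to compounds (1:260 dilution of DMSO stock) for 48 hours at 37C. After MPER lysis, β-galactosidase reporter activity was read as FDG fluorescence (ex 480/em 540) after 30 minutes.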
# S-ASM inh = inhibitors of human secretory acid sphingomyelinase; P17405; placental ASM, HMU-PC fluorogenic substrate, 60 min; Potency, µM (highest dose often 57.5 µM), without a hit: at the highest dose activity change, negative = inhibition, actives largely listed as inhibitors; 0.006% of 340,000 active; also: potency is read from the fitted curve at half-maximal effect
#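 Steps: dispense placental human ASM, pin compound, wait 10 min at room temperature, add HMU-PC0 substrate at 9 uM final, incubate 60 min at 37 °C, add stop solution raising pH to 10, read fluorescence.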
# PTAP TSG101 blk = blocks PTAP/TSG101 interaction to inhibit HIV-1 budding | Q99816 | Fluorescence polarization, FITC-PTAP peptide / Tsg101 binding | Potency, µM (top dose mostly 115 µM), without a hit: at the top dose activity change, negative = inhibition, usual class: inhibitors | 340,000 tested, under 10 active; active = well fitted inhibition curve with a large enough effect in the main read-out, with a control signal flat, not every such curve was filed as active; inconclusive = small, poorly fitted or top-dose-only effect, or effect the other way, or a change in a side signal; inactive = no such curve, though single readings can be large or run the other way; also: potency is read from the fitted curve at half-maximal effect; % of control where 0% means no effect
#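 Steps: Tsg101 binding domain dispensed (10 uM final), compounds pinned in DMSO, FITC-labeled PTAP-motif peptide added (50 nM final); after 20 min binding at room temperature, polarization measured.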
# An asterisk follows results filed as active; ? = inconclusive; · = not tested or not shown; [ ] = remark or other dose. Unless noted, calls follow the shape of the dose curve; as a rule, active = well fitted curve in the direction sought with a large enough effect; inconclusive = small, poorly fitted or top-dose-only effect, or another doubt; inactive = no such curve, though single readings can be large; an effect the other way counts as inactive or inconclusive.
SMILES,MLL CXXC-DNA inh,TCR activator,Mito fusion act,TSHR antagonist,MBNL1 CUG block,Menin MLL FP TR,AT treatment,Integrin act MD,S-ASM inh,PTAP TSG101 blk
C=CCn1c(SC(C)C(=O)NC2(C#N)CCCCC2)nnc1-c1ccc(OC)cc1 (stereo not drawn),-3.9%,1.1%,0.3%,-2.0,-3.9%,10.0%,0.5%,-4.5%,2.1%,-4.9%
COc1ccc2c(c1)C(NC(C)=O)C(=O)N2C (stereo not drawn),-4.8%,1.7%,-3.4%,-5.3,-7.0%,0.4%,-5.4%,-27.5%,3.6%,-4.3%
COc1ccccc1OC(=O)C1CC(=O)N(c2ccc(Cl)cc2)C1 (stereo not drawn),18.2%,1.6%,-1.3%,-2.3,-0.6%,27.0%,3.0%,-18.5%,-0.4%,-0.9%
COC(=O)c1sccc1S(=O)(=O)N1CCCC(N(C)CCc2ccccn2)C1 (stereo not drawn),1.5%,·,6.4%,60.9,-14.4%,·,19.2%,-9.2%,-1.1%,-4.7%
Cc1ccc(C(c2nnnn2Cc2cccs2)N2CCN(Cc3ccc4c(c3)OCO4)CC2)cc1 (stereo not drawn),12.9%,2.2%,9.0%,16.3,4.6%,-15.9%,-2.8%,-19.7%,1.7%,0.4%
O=C(O)C1CCCN(S(=O)(=O)c2ccc3c(c2)OCCO3)C1 (stereo not drawn),-4.7%,-3.8%,-5.8%,3.8,-4.2%,7.0%,0.2%,-14.4%,-4.2%,-0.6%
CCOC(=O)c1ccc(S(=O)(=O)N2CCN(C3CC(=O)N(c4ccccc4C(F)(F)F)C3=O)CC2)cc1 (stereo not drawn),·,6.8%,-5.8%,-12.0,·,·,-12.6%,-7.7%,-0.8%,-2.3%
COc1ccc(-c2nc(-c3ccccc3)c(-c3cc([N+](=O)[O-])ccc3C)[nH]2)cc1O,10.3%,4.1%,-10.9%,13.0,11.9%,?,-7.4%,3.3%,?,-3.0%
O=C(c1ccccc1)c1ccc(CN2C(=O)c3ccccc3C2=O)o1,-4.3%,-0.1%,4.0%,-8.4,17.8%,0.5%,6.4%,-14.7%,-2.3%,-6.2%
CCOc1ccc2c(c1)[nH]c(=S)n2C,-7.2%,2.8%,-2.8%,-6.3,-7.1%,·,-4.1%,-7.9%,1.1%,-1.1%
Cc1cc([N+](=O)[O-])nn1Cc1ccc(F)cc1,-3.2%,-4.6%,-0.4%,0.8,·,5.2%,2.6%,-13.8%,-4.2%,-2.0%
COc1cccc(CC(=O)n2nc(N)c3cc4ccc(OC)cc4nc32)c1,7.8%,1.4%,-0.5%,7.1,5.6%,?,3.8%,-1.6%,86.6%[activator],4.2%
O=c1[nH]cnc2sc3c(c12)CCN(Cc1ccccc1)C3,-6.2%,-2.3%[46.1 µM],2.9%,26.1,?,-2.6%,-6.4%,-24.4%,82.5%[activator],-2.6%
COCCOc1cc(NCc2ccccc2)c2ncn(C(C)C)c2c1,·,1.5%,·,8.9,·,·,-4.9%,-32.0%,-1.8%,-10.4%
CC(=O)c1ccc(OCC(=O)c2ccc(-c3ccccc3)cc2)cc1,-6.5%,-6.9%[46.1 µM],8.6%,-4.5,·,-5.4%,-2.0%,-0.8%,-1.4%,1.0%
O=C(C[C@H]1C/C=C\CC[C@H](Cc2ccc(F)cc2)C(=O)OCCNC1=O)NCCO,·,-3.8%,·,43.1,·,·,11.6%,10.0%,4.3%,-1.1%
CCn1nnc2c(=O)oc3ccccc3c21,12.0%,-6.7%,4.5%,-16.7,·,-10.6%,-2.5%,14.1%,-0.4%,-0.4%
Cn1cnnc1SCc1ccc(C(=O)N=Nc2c(O)n(C)c3ccccc23)cc1,-5.3%,1.9%[46.1 µM],-1.8%,-5.1,?,-3.2%,0.2%,4.2%,-7.7%,1.1%
Cn1c2ccccc2c2ccc3c(c21)C(=O)C=CC3=O,·,-5.9%,·,·,·,·,·,-23.9%,-11.4%,-2.0%
O=C(c1ccc2c(c1)OCO2)N1CCN(S(=O)(=O)c2ccc(Br)cc2Cl)CC1,·,7.8%,19.1%,-5.3,·,·,10.9%,5.7%,-3.9%,-6.6%
Cc1nn(C)cc1S(=O)(=O)Nc1cccc(Cl)c1,10.3%,1.0%,4.1%,-3.5,-5.7%,13.1%,-2.2%,13.1%,-3.5%,-1.6%
O=C(c1cccc(C(F)(F)F)c1)C1CCCN(Cc2ccc(OCCO)cc2)C1 (stereo not drawn),3.0%,3.3%,0.7%,7.4,-9.1%,-11.6%,-8.1%,-12.8%,-0.9%,-0.3%
CCN(CC)C(=O)Cn1c(=O)n(-c2ccccc2)c(=O)c2sccc21,18.9%,-1.2%,0.3%,-80.9*,28.4%,15.0%,-1.9%,?,4.5%,-0.8%
CCCCNC(=S)Nc1ccc(F)cc1,-1.9%,5.2%,-6.5%,2.2,1.6%,·,-3.2%,-21.5%,-1.2%,0.7%
COC(=O)Cc1ccc(NC(=O)c2ccc(C(C)(C)C)cc2)cc1,-11.2%,·,4.9%,-21.7,-1.5%,9.4%,·,-11.3%,-3.6%,-6.5%

# Continued:
SMILES,MLL CXXC-DNA inh,TCR activator,Mito fusion act,TSHR antagonist,MBNL1 CUG block,Menin MLL FP TR,AT treatment,Integrin act MD,S-ASM inh,PTAP TSG101 blk
Cc1ccc(C2CC(=O)Oc3cc(C)c(Br)c(C)c32)cc1 (stereo not drawn),·,-3.2%[46.1 µM],·,-5.2,·,-13.9%[94.6 µM],3.5%,-2.2%,-14.4%,-1.2%
CCOc1ccc2nc(N/C(N)=N/C(=S)Nc3ccc(C)c(C)c3)nc(C)c2c1,-2.0%,-2.2%[46.1 µM],-3.4%,1.2,-1.6%,10.4%,1.3%,0.8%,37.1%[activator],-3.1%
O=C(Cc1ccc(Br)cc1)Nc1ccc(S(=O)(=O)N2CCCC2)cc1,3.4%,·,1.4%,-0.9,3.2%,·,10.5%,·,·,·
Cc1cccc[n+]1CC(=O)Nc1ccccc1,-4.3%,4.6%,1.1%,-16.1,-0.5%,-5.5%,4.2%,0.9%,1.0%,6.5%
Cc1ccc(-c2csc(NC(=O)c3ccc([N+](=O)[O-])o3)n2)cc1,-0.8%,-4.6%,-16.5%,-21.0,19.0%,?,-0.3%,-41.8%,-12.0%,-6.0%
COCCCN1CC23C=CC(O2)C(C(=O)OC)C3C1=O (stereo not drawn),·,-9.7%,·,·,·,·,·,1.2%,-0.8%,-3.8%
CCn1c2ccccc2c2cc(NC(=O)CSc3nnc(-c4ccc(OC)cc4)n3N)ccc21,41.6%[activator],5.9%,-0.4%,-9.5,10.5%,-8.3%,0.2%,11.3%,-4.1%,-3.2%
O=C(Nc1ccc(Oc2ccc(NC(=O)Nc3ccc([N+](=O)[O-])cc3)cc2)cc1)Nc1ccc([N+](=O)[O-])cc1,9.7%,-2.9%,16.1%,6.5,-12.7%,?,1.9%,-6.4%,-2.6%,-1.3%
CCCN(Cc1cc2cc(C)ccc2[nH]c1=O)C(=O)c1cccc([N+](=O)[O-])c1,1.0%,-4.8%,2.3%,7.2,-1.7%,·,-4.3%,4.3%,-1.8%,-2.6%
CN1CCS/C1=C/C=C1\SC(=S)N(CC(=O)O)C1=O,?,2.2%,4.8%,-16.5,?,?,-2.7%,-1.0%,-11.8%,?
CC(=O)N1c2ccc(S(=O)(=O)NCCC(=O)NCCc3ccc(C)cc3)cc2CC1C (stereo not drawn),14.1%,-5.0%,-14.7%,-3.0,-1.7%,-20.5%,5.6%,-47.7%,-0.2%,-6.6%
O=C(NCc1ccco1)c1cnn2c(C(F)(F)F)cc(-c3ccccc3)nc12,-0.6%,1.2%,?,-10.4,19.0%,-11.2%,-9.9%,27.7%,3.6%,-9.4%
O=C(NC1CC1)C1CCN(c2nc3ccccc3s2)CC1,-1.9%,0.8%,-0.8%,-9.4,3.8%,22.0%,3.7%,11.0%,-0.3%,-2.1%
COC(=O)C1C(=O)C2=C(CC1C)NC(=O)CC2c1ccc(F)cc1 (stereo not drawn),4.0%,-0.2%,2.2%,-6.1,·,0.6%,-0.5%,-1.1%,5.5%,-1.3%
CC(C)c1nnc(SCC(=O)NC2CCCCC2)n1C,-2.5%,0.1%,-4.7%,-6.4,-1.3%,6.1%,1.1%,-19.4%,1.6%,-1.8%
COc1ccc(Br)cc1S(=O)(=O)n1ccnc1C,0.2%,-4.4%,3.4%,12.9,1.1%,6.4%,-1.8%,5.6%,3.9%,-9.3%

# A portion of the library; count on the stated rates, not on these rows.
